GLP-1R inv ag = inverse agonists of human GLP-1 receptor; AID 624417; P43220; Potency, µM (highest dose often 38.3 µM), without a hit: at the top dose activity change, negative = inhibition, usual class: inhibitors; 1.6% of 410,000 active; HEK293 GLP-1R CRE-luciferase, luminescence, 24 h; GLP-1R form is constitutively active; note: potency is the fitted concentration of half-maximal effect; % is set by controls: 0 for no effect and ±100 for the full control effect; nearly all actives have a fitted effect of over 55% in size
Target sequence (P43220 whole entry, looked up): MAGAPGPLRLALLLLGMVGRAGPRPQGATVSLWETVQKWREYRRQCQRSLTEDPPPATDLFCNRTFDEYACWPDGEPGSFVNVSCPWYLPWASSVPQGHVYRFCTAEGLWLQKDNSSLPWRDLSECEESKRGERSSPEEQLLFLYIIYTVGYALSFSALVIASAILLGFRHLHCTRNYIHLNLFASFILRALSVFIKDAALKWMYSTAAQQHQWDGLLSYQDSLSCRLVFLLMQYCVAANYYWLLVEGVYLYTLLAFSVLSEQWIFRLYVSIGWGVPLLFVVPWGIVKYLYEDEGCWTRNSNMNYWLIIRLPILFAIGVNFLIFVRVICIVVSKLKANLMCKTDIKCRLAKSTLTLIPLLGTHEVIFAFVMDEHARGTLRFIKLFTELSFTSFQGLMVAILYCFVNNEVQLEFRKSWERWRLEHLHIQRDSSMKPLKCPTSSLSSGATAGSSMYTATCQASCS
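Inverse agonists were sought by their lowering of basal cAMP reporter luciferase output in HEK293 cells stably carrying constitutively active human GLP-1R, after 24 h compound treatment.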
TDP-43 yeast inh = TDP-43 toxicity inhibition in yeast; Potency, µM (highest dose often 46.1 µM), for inactives: at the top dose growth rescue (activation), actives largely listed as activators; 1.8% of 410,000 active; TDP-43 expressing yeast growth rescue, BacTiter-Glo, 24 h; note: potency is the fitted concentration of half-maximal effect; % of control where 0% means no effect; nearly all actives have a fitted effect of over 50% in size
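Galactose-induced TDP-43 yeast, OD600=0.02, compound pinned; 24 hr, 30 deg C; BacTiter-Glo luminescence for growth. Inhibitors of TDP-43 toxicity read as activators.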
FUS yeast rescue = suppressors of FUS proteinopathy in yeast | S. cerevisiae FUS-expressing, growth rescue, OD600, 24 h | Potency, µM (titrated, usually from 76.6 µM), for inactives: at the top dose growth rescue (activation), most hits filed as activators | 0.24% of 390,000 active | AID 1347120;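 note: potency is the fitted concentration of half-maximal effect; plate controls were DMSO vehicle for no effect and reference control for full effect; nearly all actives have a fitted effect of over 55% in size; some results filed as inactive show a strong effect at the top dose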
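Restored growth of FUS-toxic S. cerevisiae, read as 600 nm absorbance after 24 h at 30C in galactose medium (starting OD 0.005). Controls CP55940 and DMSO.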
Mm-Cpn inhibitor = M. maripaludis TRiC chaperonin inhibition | purified Mm-Cpn ATPase, ADP Transcreener TR-FRET | Potency, µM (titrated, usually from 76.9 µM), without a hit: top-dose activity, negative = inhibition, usual class: inhibitors | 0.031% of 330,000 active; note: potency is the fitted concentration of half-maximal effect; % is set by controls: 0 for no effect and ±100 for the full control effect; nearly all actives have a fitted effect of over 80% in size
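ATPase read-out: TR-FRET ADP immunoassay (anti-ADP Eu cryptate vs ADP-d2), ex 320 nm, em 590/665 nm; signal drops as ADP forms. Enzyme 25 nM, ATP 10 uM, 30 min at 37°C after 10 min compound preincubation.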
PTHR1 agonist = agonists of human PTHR1 parathyroid hormone receptor | Potency, µM (highest dose often 115 µM), for inactives: top-dose activation, usual class: activators | 0.075% of 410,000 active | Q03431 | HEK293 GP2 PTHR1 cells, GloSensor cAMP luminescence, 1 h | AID 743266; note: potency is the fitted concentration of half-maximal effect; nearly all actives have a fitted effect of over 55% in size; some results filed as inactive show a strong effect at the top dose; inactives centre near -15; many of its hits are not listed in these tables
Target sequence (Q03431 whole entry, looked up): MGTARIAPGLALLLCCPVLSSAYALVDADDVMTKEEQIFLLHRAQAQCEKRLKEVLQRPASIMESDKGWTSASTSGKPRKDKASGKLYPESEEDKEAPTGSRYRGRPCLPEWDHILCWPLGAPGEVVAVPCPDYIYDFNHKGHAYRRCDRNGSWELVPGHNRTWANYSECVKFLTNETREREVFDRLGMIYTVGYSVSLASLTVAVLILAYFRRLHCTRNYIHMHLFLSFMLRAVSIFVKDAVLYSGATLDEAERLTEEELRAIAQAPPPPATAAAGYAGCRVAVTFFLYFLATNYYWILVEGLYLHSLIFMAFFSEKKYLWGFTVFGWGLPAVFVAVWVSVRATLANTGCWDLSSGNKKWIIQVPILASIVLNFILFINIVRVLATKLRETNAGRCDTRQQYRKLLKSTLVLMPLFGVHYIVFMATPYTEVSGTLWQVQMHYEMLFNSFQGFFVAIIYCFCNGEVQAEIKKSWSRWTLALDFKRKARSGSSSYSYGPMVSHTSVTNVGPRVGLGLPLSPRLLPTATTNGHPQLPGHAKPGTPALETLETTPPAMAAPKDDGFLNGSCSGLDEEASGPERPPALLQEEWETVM
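HEK-293-derived GP2 cells expressing PTHR1 and a GloSensor cAMP reporter, 3,000/well, plated overnight, given luciferin plus IBMX (each 0.5 mM as added) for 1 h at 37 °C, then compound for 1 h at 37 °C. Luminescence was read after 15 min at room temperature.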
Abeta rescue = compounds reversing amyloid beta toxicity in yeast | yeast expressing A-beta42, growth rescue, OD600, 48 h; response scale: 0% DMSO, 100% iron-clioquinol control | Potency, µM (series often up to 46.1 µM), without a hit: at the highest dose growth rescue, actives largely listed as activators | 0.063% of 410,000 active; note: potency is the fitted concentration of half-maximal effect; nearly all actives have a fitted effect of over 55% in size
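Yeast A-beta toxicity model in growth medium with pinned compounds, 48 h at 30 C; growth read as absorbance at 600 nm. Normalized to FeCl3/clioquinol equimolar mix (positive) and DMSO (negative).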
Akt phos inh = Akt phosphorylation inhibition | Neuro2A IGF-stimulated pAkt S473 HTRF, 20 min; active compounds read low | activity change, % for hits at 50 µM | 0.32% of 360,000 active; in the data active = activity change below about -80%; inconclusive = mostly about -51% to -80%; note: % is set by controls: 0 for no effect and ±100 for the full control effect
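Neuro2A cells (4,500/well, DMEM with 0.5% FBS) were treated with compound at a single 50 µM final concentration, stimulated with 6 nM IGF for 20 min at 37 °C, and lysed. Phospho-Akt Ser473 was read by HTRF as 665/615 ratio ×10^4.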
aSyn yeast inh = inhibitors of alpha-synuclein toxicity in yeast; 0.14% of 370,000 active; AID 652106; Yeast expressing alpha-synuclein, growth rescue, BacTiter-Glo, 24 h; Potency, µM (series often up to 46.1 µM), without a hit: top-dose growth rescue (activation), actives largely listed as activators; note: potency is the fitted concentration of half-maximal effect; % of control where 0% means no effect; nearly all actives have a fitted effect of over 65% in size
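Rescue of yeast growth: cells expressing toxic alpha-synuclein, induced in galactose at OD600 0.02, incubated with compound 24 h at 30 C. ATP luminescence quantified growth; inhibitors of toxicity appear as activators.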
GLP1R cytotox = cytotoxic in the GLP-1 receptor inverse agonist counter-screen. AID 624418. Potency, µM (top dose mostly 38.3 µM), without a hit: at the top dose activity change, negative = inhibition, hits mostly inhibitors. HEK293 cAMP-luciferase reporter cells, luminescence, 24 h. 0.13% of 410,000 active;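 note: loss of luciferase light is scored as toxicity; potency is the fitted concentration of half-maximal effect; % is set by controls: 0 for no effect and ±100 for the full control effect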
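1536-well qHTS counterscreen of the MLSMR; 200 cells/uL, 12 h pre-incubation, 23 nL cpd, 24 h at 37 deg C 5% CO2, luciferase detection reagent, 12 min RT, luminescence. Inhibition = undesired.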
An asterisk follows results filed as active; i = inactive; u = inconclusive; x = no result given; & = joins results of further samples; [ ] = another dose, or the depositor's remark. Unless noted, calls come from the whole dose curve; as a rule, active = well fitted curve in the direction sought with a large enough effect; inconclusive = small, poorly fitted or top-dose-only effect, or another doubt; inactive = no such curve, though single readings can be large; an effect the other way counts as inactive or inconclusive. These rows are one share of the data; rates above refer to the full screens.

Under each structure – Abeta rescue, aSyn yeast inh, FUS yeast rescue, GLP-1R inv ag, Akt phos inh, Mm-Cpn inhibitor, PTHR1 agonist, TDP-43 yeast inh, GLP1R cytotox
COc1ccc(CCNC(=O)CSc2nc3c(c(=O)n(C)c(=O)n3C)n2C)cc1OC
  16%, 2%, 10%, 2%, i, 2%, -9%[57.5 µM], -1%, -13%
CC(C)NC(=O)C(c1ccc(F)cc1)N(C(=O)CCC(=O)Nc1ccccn1)c1ccccc1F (stereo unspecified)
  3%, -1%, 20%, 1%, i, 0%, i, 24%, 1%
O=C(NN=Cc1ccc(O)c(O)c1)c1ccccc1
  -18%, -5%, 20%, 8%, i, x, -4%, 8%, -17%
Clc1cccc(-c2cc3nc4c(c(NCc5ccco5)n3n2)CCCC4)c1
  -86%[inhibitor], -47%[inhibitor], 19%, u, i, -5%, -29%[57.5 µM], u, 6%
CCCCNC(=S)N(CCN(C)C)Cc1cc2cc3c(cc2[nH]c1=O)OCCO3
  3%, -4%, 26%, -15%, i, -2%, -6%, -9%, -28%
COc1cc(OC)nc(Oc2ccccc2C(=O)Oc2ccccc2Cl)n1
  -8%, -22%, 9%, u, i, 1%, i, -9%, -5%
CC1CCN(C(=O)c2[nH]cnc2C(=O)N[C@@H](C)c2ccccc2)CC1
  2%, -3%, 0%, 10%, i, 0%, i, 15%, 5%
O=C(NC1CCN(S(=O)(=O)c2ccc(F)cc2)CC1)c1ccco1
  -14%, 4%, 18%, -9%, i, 1%, i, -10%, 7%
COc1ccc(OCCC(=O)OCC(=O)NCc2ccco2)cc1
  -5%, 8%, 7%, 0%, i, 1%, i, -4%, 5%
Cc1ccc(S(=O)(=O)N2CCN(C(=O)N3CCOCC3)CC2)cc1C
  -9%, -5%, -3%, 4%, i, 1%, i, 10%, -29%
COC(=O)c1ccc(CN2CCCC(CCC(=O)NCc3ccc(C)o3)C2)cc1 (stereo unspecified)
  -7%, 9%, 19%, -6%, i, 0%, i, 11%, -3%
N/C(=N\OC(=O)c1cccs1)c1ccc(Cl)cc1
  -23%, -54%[inhibitor], -3%, 2%, i, 1%, -30%, -28%, 4%
Cn1cc(C(=O)NCc2ccc(Cl)cc2)c(=O)c2cc(S(=O)(=O)N3CCOCC3)ccc21
  -13%, 1%, -9%, 5%, i, -2%, -30%, -3%, 4%
COc1ccc(C(C)(NC(C)=O)c2nc(-c3cc(F)cc(F)c3)cs2)cc1 (stereo unspecified)
  -5%, -7%, -6%, u, i, x, -20%, 11%, -2%
Cc1nn(C(=O)c2cccnc2)c(C)c1Sc1ccccc1
  -13%, -1%, x, -26%, i, -1%, i, 0%, -28%
CCOc1ccc(CCNC(=O)CCNC(=O)c2ccco2)cc1OCC
  10%, -6%, -11%, 35%[activator], i, -1%, u, 4%, 9%
CCOC(=O)C1CCN(C(=O)Cc2c(C(=O)O)n(C)c3ccccc23)CC1
  -7%, 4%, 5%, -4%, i, -3%, i, 11%, 0%
CCOC(=O)C1=C(C)NC(=O)NC1C1CC=CCC1 (stereo unspecified)
  -23%, -2%, -11%, 0%, i, 2%, i, 2%, -11%
Cc1nc2cccnc2n1-c1cccc(C(=O)NCc2ccc(OC(C)C)cc2)c1
  1%, x, 22%, 3%, x, x, -24%, 10%, 3%
CNC(=S)N1CCN(c2ccccn2)CC1
  -1%, 1%, -3%, 42%[activator], i, 2%, i, -5%, 14%
Cn1nccc1C(=O)N1CCN(c2cccc(C(F)(F)F)c2)CC1
  -2%, -3%, 7%, 24%, i, 0%, i, 7%, 1%
CCN(C(=O)CN1C(=O)NC2(CCc3ccccc32)C1=O)C1CCCCC1 (stereo unspecified)
  7%, 0%, -12%, -9%, i, -16%, -3%, 15%, -8%
O=C(NNC(=O)c1cc(S(=O)(=O)N2CCOCC2)ccc1Cl)c1ccc(F)cc1
  1%, 9%, -16%, -3%, i, x, -9%, 26%, 6%
Cc1ccc(S(=O)(=O)N2CCC(C(=O)OCC(=O)N3CC(=O)Nc4ccccc43)CC2)cc1
  12%, -18%, 21%, 9%, i, -1%, i, 15%, 17%
O=c1c2ccccc2[nH]c2ccc(O)cc12
  -10%, 5%, u, 156%[activator], i, -8%, -19%, -31%[inhibitor], 130%[activator]
COc1ccc(-c2ccc(-c3cc(=O)oc4cc(OC)c(OC)c(OC)c34)cc2)cc1
  3%, 6%, 3%, 5%, i, -6%, -46%[inhibitor], 17%, -2%
Cc1ccc(NC(=O)C(C)c2cccc(C(=O)c3ccccc3)c2)cc1 (stereo unspecified)
  -3%, -4%, 13%, u, i, 0%, i, 25%, 7%
COc1cc(F)ccc1-c1csc(C(O)(c2ccccc2)C(F)(F)F)n1 (stereo unspecified)
  -5%, 1%, -10%, u, i, x, 8%, 9%, u
O=C(O)C1Nc2ccc(Br)cc2C2C=CCC12 (stereo unspecified)
  -13%, -6%, 4%, 20%, i, -4%, -3%, 10%, 3%
COc1ccc(NC(=O)c2ccc(NC(=O)c3cccs3)cc2)cc1
  10%, -4%, 12%, 8%, i, 2%, i, -10%, 2%

Laid out differently: eleven of the compounds above.
SMILES	Abeta rescue	aSyn yeast inh	FUS yeast rescue	GLP-1R inv ag	Akt phos inh	Mm-Cpn inhibitor	PTHR1 agonist	TDP-43 yeast inh	GLP1R cytotox
CNC(=S)N1CCN(c2ccccn2)CC1	-1%	1%	-3%	42%[activator]	i	2%	i	-5%	14%
Cn1nccc1C(=O)N1CCN(c2cccc(C(F)(F)F)c2)CC1	-2%	-3%	7%	24%	i	0%	i	7%	1%
CCN(C(=O)CN1C(=O)NC2(CCc3ccccc32)C1=O)C1CCCCC1 (stereo unspecified)	7%	0%	-12%	-9%	i	-16%	-3%	15%	-8%
O=C(NNC(=O)c1cc(S(=O)(=O)N2CCOCC2)ccc1Cl)c1ccc(F)cc1	1%	9%	-16%	-3%	i	x	-9%	26%	6%
Cc1ccc(S(=O)(=O)N2CCC(C(=O)OCC(=O)N3CC(=O)Nc4ccccc43)CC2)cc1	12%	-18%	21%	9%	i	-1%	i	15%	17%
O=c1c2ccccc2[nH]c2ccc(O)cc12	-10%	5%	u	156%[activator]	i	-8%	-19%	-31%[inhibitor]	130%[activator]
COc1ccc(-c2ccc(-c3cc(=O)oc4cc(OC)c(OC)c(OC)c34)cc2)cc1	3%	6%	3%	5%	i	-6%	-46%[inhibitor]	17%	-2%
Cc1ccc(NC(=O)C(C)c2cccc(C(=O)c3ccccc3)c2)cc1 (stereo unspecified)	-3%	-4%	13%	u	i	0%	i	25%	7%
COc1cc(F)ccc1-c1csc(C(O)(c2ccccc2)C(F)(F)F)n1 (stereo unspecified)	-5%	1%	-10%	u	i	x	8%	9%	u
O=C(O)C1Nc2ccc(Br)cc2C2C=CCC12 (stereo unspecified)	-13%	-6%	4%	20%	i	-4%	-3%	10%	3%
COc1ccc(NC(=O)c2ccc(NC(=O)c3cccs3)cc2)cc1	10%	-4%	12%	8%	i	2%	i	-10%	2%

(list continues)
Under each structure – Abeta rescue, aSyn yeast inh, FUS yeast rescue, GLP-1R inv ag, Akt phos inh, Mm-Cpn inhibitor, PTHR1 agonist, TDP-43 yeast inh, GLP1R cytotox
CSc1nc2ccc(NS(=O)(=O)c3c(Cl)cccc3Cl)cc2s1
  -47%[inhibitor], 24%, x, -9%, i, 1%, -19%, 10µM*, 1%
O=C(c1ccc(-c2ccccc2)cc1)N1CCCC1
  -12%, 4%, 11%, -13%, i, 4%, 0%, 21%, -9%
Cc1ccc([N+](=O)[O-])cc1NC(=O)C1CCN(S(C)(=O)=O)CC1
  18%, 3%, x, 9%, i, 1%, i, 22%, -11%
COc1ccccc1N1Cc2ccccc2C1
  -15%, -1%, x, -3%, i, -4%, i, -14%, -5%
N/C(=N\OC(=O)CCCOc1ccccc1)c1ccc([N+](=O)[O-])cc1
  9%, -5%, -17%, 12%, i, -1%, i, 12%, -7%
COc1ccc(-c2noc(CSc3ccccc3)n2)cc1OC
  -21%, 0%, 32%, u, i, -1%, -27%, u, 3%
COc1ccc(-c2cc(C(=O)Nc3c(Cl)cc(Cl)cc3Cl)c3ccccc3n2)cc1OC
  4%, 2%, x, 15%, i, 1%, i, -17%, 0%
Cc1cccc(C(C)C)c1NC(=O)COC(=O)CNS(=O)(=O)c1ccccc1
  -2%, -7%, 8%, 14%, i, 4%, i, -18%, -7%
COc1ccc(-n2nc3c(N4CCC(C(=O)NC5CCCCC5)CC4)nnc(C)c3c2C)cc1
  -10%&11%, 6%, 6%&-16%, 1%&10%, i, 0%, 13%, 5%, -8%&-1%
CCOC(=O)[C@@H](NC(=O)CC[C@H]1O[C@@H](n2ccc(=O)[nH]c2=O)[C@H](O)[C@@H]1O)C(C)C
  -7%, -16%, -10%, 12%, i, x, -17%, 15%, -5%

Bioassay records deposited in PubChem by National Center for Advancing Translational Sciences (NCATS).
